# Source: PubChem BioAssay
# BoNT-A LC inh2 = blocks Botulinum neurotoxin A light chain protease; actives 0.17% (n = 360,000); AID 588499; multiplex microsphere protease substrate cleavage, flow cytometry; inhibition, % at 10 µM; further: plate controls were buffer without enzyme for full effect and enzyme alone for no effect
# PriA SSB inh = blocks PriA binding to SSB C-terminal tail | actives 0.6% (n = 430,000) | AlphaScreen SSBct-PriA binding, biotinylated peptide | AID 1272365 | inhibition, % at 33 µM; in the data active means inhibition mostly above about 37%, no sharp cut-off; inactive means mostly below about 20%;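 further: plate controls were negative control peptide for no effect and reference peptide for full effect; strong numbers were not always called active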
# PfHsp40 rescue = compounds rescuing yeast from Plasmodium falciparum HSP40 toxicity; S. cerevisiae expressing PfHsp40, growth rescue, ATP luminescence; growth rescue, % at 12.5 µM; actives 0.68% (n = 340,000); AID 504582; in the data active means growth rescue above about 28%, passing the limit was not always enough; inconclusive means no clear call, values can overlap the other calls;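 further: yeast W303a lacking pdr1 and pdr3 grown in galactose medium; growth measured after three days at 30 °C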
# PrPC surface inh = cell surface PrPC inhibition, primary TR-FRET screen. TR-FRET read-out. inhibition, % at 13.8 µM. actives 0.43% (n = 370,000). AID 720596; in the data active means inhibition above about 24%; further: 0% = median of the test wells and 100% = reference compound wells
# Y pestis TopoI = inhibitors of Yersinia pestis topoisomerase I. Y. pestis Topo-I cleavage product accumulation, plate reader. actives 0.064% (n = 360,000). activity, % at 10 µM; in the data active means activity above about 50%, passing the limit was not always enough; inconclusive means no clear call, values can overlap the other calls; further: inactives centre near 2
# TcdB inh = TcdB glycohydrolase inhibition; P18177; TcdB glycohydrolase enzymatic assay, plate reader; inhibition, % at 9.99 µM; actives 0.24% (n = 350,000); AID 652162; in the data active means inhibition above about 10%
# Target sequence (P18177 whole entry, looked up): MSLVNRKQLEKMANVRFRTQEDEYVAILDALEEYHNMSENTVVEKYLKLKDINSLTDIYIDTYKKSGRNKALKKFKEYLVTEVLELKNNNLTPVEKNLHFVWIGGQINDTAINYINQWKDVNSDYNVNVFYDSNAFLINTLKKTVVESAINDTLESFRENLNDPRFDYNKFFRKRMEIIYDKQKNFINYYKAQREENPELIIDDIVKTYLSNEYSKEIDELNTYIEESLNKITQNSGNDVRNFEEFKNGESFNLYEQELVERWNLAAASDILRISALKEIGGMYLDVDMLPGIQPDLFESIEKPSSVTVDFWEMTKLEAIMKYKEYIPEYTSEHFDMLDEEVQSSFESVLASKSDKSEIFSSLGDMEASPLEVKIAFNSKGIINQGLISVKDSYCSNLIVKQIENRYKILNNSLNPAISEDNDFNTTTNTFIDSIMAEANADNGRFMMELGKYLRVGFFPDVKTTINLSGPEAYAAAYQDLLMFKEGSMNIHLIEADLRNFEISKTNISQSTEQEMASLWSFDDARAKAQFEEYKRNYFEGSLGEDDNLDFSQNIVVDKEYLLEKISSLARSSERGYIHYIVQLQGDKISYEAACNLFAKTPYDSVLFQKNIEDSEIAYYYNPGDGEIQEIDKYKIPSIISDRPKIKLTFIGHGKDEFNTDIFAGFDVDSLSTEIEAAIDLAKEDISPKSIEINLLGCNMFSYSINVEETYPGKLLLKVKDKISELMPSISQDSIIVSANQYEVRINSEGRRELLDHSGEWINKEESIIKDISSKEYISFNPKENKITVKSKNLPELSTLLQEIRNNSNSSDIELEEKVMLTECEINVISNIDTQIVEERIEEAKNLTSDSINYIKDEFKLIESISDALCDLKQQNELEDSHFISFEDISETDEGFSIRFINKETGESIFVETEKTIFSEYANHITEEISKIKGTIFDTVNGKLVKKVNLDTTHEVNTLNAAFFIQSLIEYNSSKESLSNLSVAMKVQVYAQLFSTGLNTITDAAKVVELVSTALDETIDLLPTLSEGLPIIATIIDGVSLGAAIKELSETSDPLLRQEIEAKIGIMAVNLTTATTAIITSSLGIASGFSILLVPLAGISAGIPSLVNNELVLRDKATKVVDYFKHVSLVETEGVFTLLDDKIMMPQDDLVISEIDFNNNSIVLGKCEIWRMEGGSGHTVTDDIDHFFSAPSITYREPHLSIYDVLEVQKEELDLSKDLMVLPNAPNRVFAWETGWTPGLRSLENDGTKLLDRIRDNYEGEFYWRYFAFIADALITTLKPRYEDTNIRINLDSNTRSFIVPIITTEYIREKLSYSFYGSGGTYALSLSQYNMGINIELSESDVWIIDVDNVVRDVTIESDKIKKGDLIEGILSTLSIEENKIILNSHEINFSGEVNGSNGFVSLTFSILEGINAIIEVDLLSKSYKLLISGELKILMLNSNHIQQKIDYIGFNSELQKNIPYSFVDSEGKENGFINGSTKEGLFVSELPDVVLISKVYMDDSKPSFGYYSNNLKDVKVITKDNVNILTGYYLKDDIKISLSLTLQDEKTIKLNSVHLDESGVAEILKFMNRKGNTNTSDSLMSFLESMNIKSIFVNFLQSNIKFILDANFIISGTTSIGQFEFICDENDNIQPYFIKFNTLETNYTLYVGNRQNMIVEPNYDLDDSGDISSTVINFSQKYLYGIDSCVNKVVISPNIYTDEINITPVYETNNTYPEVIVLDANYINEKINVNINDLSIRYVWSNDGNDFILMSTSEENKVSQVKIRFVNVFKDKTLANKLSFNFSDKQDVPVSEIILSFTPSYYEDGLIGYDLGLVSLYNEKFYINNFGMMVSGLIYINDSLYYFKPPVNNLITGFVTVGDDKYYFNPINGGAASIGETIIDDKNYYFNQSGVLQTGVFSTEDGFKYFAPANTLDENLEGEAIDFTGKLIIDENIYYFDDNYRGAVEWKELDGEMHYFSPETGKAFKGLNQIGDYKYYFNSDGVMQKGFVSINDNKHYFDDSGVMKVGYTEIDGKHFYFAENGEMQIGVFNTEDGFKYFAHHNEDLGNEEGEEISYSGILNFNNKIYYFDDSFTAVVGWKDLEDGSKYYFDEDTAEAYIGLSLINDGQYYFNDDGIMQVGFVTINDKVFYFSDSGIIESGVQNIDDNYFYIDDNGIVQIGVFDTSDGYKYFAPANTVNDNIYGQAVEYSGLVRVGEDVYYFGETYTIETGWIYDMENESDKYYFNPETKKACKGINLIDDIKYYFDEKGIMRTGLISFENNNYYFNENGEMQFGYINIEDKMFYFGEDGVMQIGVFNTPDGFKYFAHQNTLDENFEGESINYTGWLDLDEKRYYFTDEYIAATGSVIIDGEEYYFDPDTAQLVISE
# BH1578 lux ind = quorum light induction in luxS cqsA deficient V. cholerae; actives 0.16% (n = 350,000); activation, % at 18.7 µM; V. cholerae BH1578 lux reporter, luminescence, 6 h; in the data active means activation mostly above about 9.7%, no sharp cut-off; inconclusive means no clear call, values can overlap the other calls; inactive means mostly below about 3.7%; further: not every result past the cut was called active; inactives centre near 0; reference of the scale not given here
# 3CLpro inhibitor = SARS-CoV 3CLpro protease inhibition; P0C6X7; recombinant SARS-CoV 3CLpro, quenched FRET peptide cleavage; inhibition, % at 6 µM; actives 0.14% (n = 290,000); AID 1706; in the data active means inhibition above about 12%
# Anthrax LF inh2 = blocks Bacillus anthracis lethal factor protease. P15917. multiplex microsphere protease cleavage assay, LF. inhibition, % at 10 µM. actives 0.12% (n = 360,000); further: plate controls were buffer without enzyme for full effect and enzyme alone for no effect
# * marks the source's active call; other numbers are inactive results; i = inactive; ? = inconclusive; / = no result given. Unless noted, no stated cut-off is given here; in the data, active means inhibition above about 30%; inconclusive means no clear call, values can overlap the other calls; inactive means below that. Only part of the results is shown; the hit share may differ from the screen's.
1. Nc1cc(-c2ccc(Cl)cc2)nn1-c1ccccc1
2. CCC(=O)NC(=S)Nc1cccc(NC(=O)c2ccccc2)c1
3. COc1ccc(/C=N/OCC(=O)N(Cc2ccccc2)c2ccccc2C(=O)O)cc1
4. COc1ccc2c(C)cc(SCC(=O)N3CCOCC3)nc2c1
5. CCOC(=O)c1c(NC(=O)C2CCN(S(=O)(=O)c3ccc(Cl)cc3)CC2)sc2c1CCCC2
6. CN(Cc1ccccn1)C(=O)c1cc(COc2ccc(F)cc2Cl)on1
7. Cc1cccc(OC(C)C(=O)N/N=C\c2ccncc2)c1 (stereo not given)
8. COCCN(Cc1cn[nH]c1-c1ccc2cc(OC)ccc2c1)C(C)C
assay / compound,1,2,3,4,5,6,7,8
BoNT-A LC inh2,-1.0,0.5,-0.3,1.7,-1.4,-0.4,0.4,-8.1
PriA SSB inh,-14,-3,/,-2,-2,/,/,-3
PfHsp40 rescue,-0.6,1.5,0.5,-1.9,2.1,/,0.6,-1.8
PrPC surface inh,-1,0,-1,-4,-2,3,-6,-10
Y pestis TopoI,2,-17,0,6,-2,12,-2,-13
TcdB inh,0.3,-0.2,-0.3,/,/,1.0,4.7,2.4
BH1578 lux ind,i,-0.1,-0.5,-0.6,-0.6,i,-0.4,-0.4
3CLpro inhibitor,1,-1,9,0,1,/,2,8
Anthrax LF inh2,0,-1,2,6,-2,1,2,7

# Looked up above:
# `COCCN(Cc1cn[nH]c1-c1ccc2cc(OC)ccc2c1)C(C)C` @ PrPC surface inh: -10
# `Nc1cc(-c2ccc(Cl)cc2)nn1-c1ccccc1` @ 3CLpro inhibitor: 1
# `CN(Cc1ccccn1)C(=O)c1cc(COc2ccc(F)cc2Cl)on1` @ TcdB inh: 1.0
# `COc1ccc(/C=N/OCC(=O)N(Cc2ccccc2)c2ccccc2C(=O)O)cc1` @ BoNT-A LC inh2: -0.3

# The listing continues.
9. COc1ccc(CCNC(=O)c2cccc3c2C(=O)N(C2CCCCC2)C3)cc1OC
10. O=c1cnnc(Nc2ccccc2)[nH]1
11. COc1ccc(C)cc1NC(=O)c1ccc2c(O)c(S(=O)(=O)c3ccccc3)c(=O)[nH]c2c1
12. CCCCCc1nnc(NC(=O)C2COc3ccccc3O2)s1 (stereo not given)
13. CN(C(=O)COC(=O)/C=C/c1ccc(S(=O)(=O)N2CCc3ccccc32)cc1)C1CCS(=O)(=O)C1 (stereo not given)
14. COc1cccc(NC(=O)CN(C)C(=O)CCNS(=O)(=O)c2ccc(C)cc2)c1
15. O=C(CCCN1C(=O)/C(=C\c2ccccc2)SC1=S)Nc1cccc(C(=O)O)c1
16. COC(=O)CSc1nnc2cc(C)c3ccccc3n12
assay / compound,9,10,11,12,13,14,15,16
BoNT-A LC inh2,-0.8,-0.7,0.5,-0.7,-1.0,-0.1,1.1,-2.9
PriA SSB inh,15,-1,-4,-7,-14,-2,-2,-7
PfHsp40 rescue,-1.6,/,-1.6,0.3,-0.2,0.0,0.6,-1.0
PrPC surface inh,4,-3,-5,0,3,4,8,-6
Y pestis TopoI,15,9,5,3,3,14,-3,1
TcdB inh,2.2,-0.7,1.6,-1.3,0.1,-0.8,0.4,2.1
BH1578 lux ind,-0.9,-0.4,i,0.9,i,-0.5,-0.4,-0.5
3CLpro inhibitor,3,-4,0,5,3,/,11,5
Anthrax LF inh2,-1,0,0,-4,4,-8,-2,11

17. COc1ccc(NC(=O)CSc2nc3ccccc3c(=O)n2-c2ccc3c(c2)OCO3)c(OC)c1
18. Cc1ccc(C(=O)NNC(=S)NC(=O)c2ccco2)cc1
19. O=C(CSc1ccccn1)Nc1nc2ccc(Br)cc2s1
20. CCOc1ccc(CNc2nnnn2C)cc1OC
21. CC(C)N(C(=NCc1ccccc1)NC(=O)c1ccccc1)C(C)C
22. O=C(NC(=S)Nc1ccc(S(=O)(=O)Nc2nccs2)cc1)c1cccc(F)c1
23. O=C(COC(=O)CSc1ccccc1)Nc1ccc(F)cc1F
24. CCn1cc(/C=C(\NC(=O)c2ccccc2OC)C(=O)NCCN2CCOCC2)c2ccccc21
assay / compound,17,18,19,20,21,22,23,24
BoNT-A LC inh2,0.9,-0.8,-0.6,-0.6,-0.7,-0.4,-0.8,0.2
PriA SSB inh,-8,9,-11,-10,-15,-19,-15,/
PfHsp40 rescue,0.5,14,-0.2,0.4,7.0,0.8,1.1,/
PrPC surface inh,-5,-2,/,6,2,-5,6,-4
Y pestis TopoI,-6,8,-3,0,-1,1,10,23
TcdB inh,/,0.5,1.9,1.1,-0.1,0.6,-1.6,0.8
BH1578 lux ind,-0.3,4.3,-0.3,0.4,-0.7,-0.6,i,i
3CLpro inhibitor,0,1,6,-3,/,7,/,/
Anthrax LF inh2,5,-1,-1,-7,-2,3,-6,-5

25. CC(=O)c1ccc(OCc2cc(C(=O)N3CC[C@@H]4CCCC[C@H]4C3)no2)cc1
26. O=C(C1CCN(Cc2ccc(OCc3ccccc3)cc2)CC1)N1CCCC1
27. COc1ccc(-c2nn3c(-c4ccco4)nnc3s2)cc1OC
28. Cc1sc(C(=O)Nc2ccc3ccccc3c2)cc1CC(=O)O
29. CC(=O)N1CCN(S(=O)(=O)c2ccc(S(=O)(=O)NCC(C)C)cc2)CC1
30. Cn1c(=O)c2c(nc(SCC(=O)Nc3ccccc3)n2C)n(C)c1=O
31. CCSc1nc(O)c(C2OC(=O)c3c2ccc(OC)c3OC)c(=O)n1-c1ccccc1 (stereo not given)
32. Cc1nc(-c2cccc(S(=O)(=O)N3CC(C)CC(C)C3)c2)cs1 (stereo not given)
assay / compound,25,26,27,28,29,30,31,32
BoNT-A LC inh2,-2.4,-2.3,0.2,0.1,?,0.3,0.0,-0.3
PriA SSB inh,1,-15,-11,-9,-2,0,1,-15
PfHsp40 rescue,4.3,4.9,0.4,2.3,-0.8,1.1,-0.2,1.5
PrPC surface inh,-1,-6,6,-6,/,-2,7,2
Y pestis TopoI,36,14,7,3,-7,7,0,35
TcdB inh,-0.1,/,/,0.4,/,0.2,/,/
BH1578 lux ind,i,-1.5,-4.5,-0.3,-0.7,i,-0.5,-3.4
3CLpro inhibitor,-4,4,-2,4,-8,-3,6,4
Anthrax LF inh2,2,-7,2,2,?,-1,3,-9

33. CNC(=S)N1CCN(c2cccc(OC)c2)CC1
34. Cc1cc(C)c(C#N)c(SCCS(=O)(=O)Cc2ccccc2)n1
35. O=C1NC[C@@H](Cc2cccc3ccccc23)N(CC2CCCCC2)C1=O
36. COc1ccc(-n2c(=S)[nH]c3cc(C(=O)NCCCN4CCCC4=O)ccc3c2=O)c(OC)c1
37. COc1cc2c(cc1NC(=O)COC(=O)/C=C/c1ccc([N+](=O)[O-])cc1)oc1ccccc12
38. COc1ccc(N2CCN(C(=O)CCc3nc(-c4ccc(C)cc4)no3)CC2)cc1
39. CC(=O)c1cccc(NC(=O)COC(=O)COc2c(Cl)cc(Cl)c3ccc(C)nc23)c1
40. Cc1cccc(NC(=O)N(C)Cc2cccs2)c1
assay / compound,33,34,35,36,37,38,39,40
BoNT-A LC inh2,-1.0,-0.2,-0.1,-2.5,-1.6,0.4,-1.3,2.6
PriA SSB inh,-4,-1,1,-12,-2,1,-5,-17
PfHsp40 rescue,-0.9,1.6,3.7,-0.2,-0.9,3.5,-1.0,-1.6
PrPC surface inh,-4,3,-3,6,5,-3,0,5
Y pestis TopoI,4,2,28,-3,-7,1,2,7
TcdB inh,/,1.7,3.5,/,1.9,/,-0.3,/
BH1578 lux ind,-0.4,-0.3,i,6.7,-0.7,2.9,-2.6,i
3CLpro inhibitor,0,-1,/,-2,0,3,-1,1
Anthrax LF inh2,-7,-2,-2,-8,5,1,-1,4

41. Cc1ccc(C(=O)Oc2ccc3ccc(=O)oc3c2)cc1
42. COc1ccc2cc(CCN3C(=O)c4ccccc4C3=O)c(=O)[nH]c2c1
43. CCc1nc2c(c(=O)c3ccccc3n2C)c(=O)n1-c1ccc(F)cc1
44. O=c1[nH]nc(CSCc2ccccc2Cl)[nH]1
45. COCCn1c(N)c(NCc2ccccc2)c(=O)n(CC(=O)Nc2cc(C)ccc2C)c1=O
46. CCc1ccc(N2CC(C(=O)OC)CC2=O)cc1 (stereo not given)
47. C=CCn1c(O)c(C(CC)=NCC2CCCO2)c(=O)[nH]c1=O (stereo not given)
48. COc1ccc2oc(=O)cc(-c3cc4ccccc4o3)c2c1
assay / compound,41,42,43,44,45,46,47,48
BoNT-A LC inh2,0.4,-0.9,0.2,1.0,0.0,-0.1,0.0,3.7
PriA SSB inh,-14,-8,-13,3,0,-3,-10,7
PfHsp40 rescue,-0.5,14,-3.3,-0.2,1.6,-0.6,-0.1,0.4
PrPC surface inh,-4,-3,8,8,5,-1,3,-3
Y pestis TopoI,-2,2,9,4,10,-3,-4,-5
TcdB inh,0.5,1.2,/,/,/,0.0,0.4,1.7
BH1578 lux ind,-0.3,-0.1,-0.2,1.5,-0.4,-0.5,-0.6,0.9
3CLpro inhibitor,-4,5,-4,3,-5,3,4,-2
Anthrax LF inh2,-4,-2,0,-1,5,5,-4,7

# Overlap with the part before: 2 compounds, followed by the next part.
47. C=CCn1c(O)c(C(CC)=NCC2CCCO2)c(=O)[nH]c1=O (stereo not given)
48. COc1ccc2oc(=O)cc(-c3cc4ccccc4o3)c2c1
49. CC(=O)Oc1ccc2ccc3ccc(C(C)=O)cc3c2c1
50. COC(=O)c1ccc(C(C(=O)NC2CCCCC2)N(CCN2CCOCC2)C(=O)Cc2cccs2)cc1 (stereo not given)
51. COc1ccc(-c2ccc(C(=O)NCc3ccccc3)c3occc23)c(C)c1
52. COc1ccc(N=C2SC(C(=O)O)CC(=O)N2Cc2ccc(OC)c(OC)c2)cc1 (stereo not given)
53. CCC(=NC)C1=C(O)CC(c2ccccc2)CC1=O (stereo not given)
54. O=C(c1ccco1)c1cn(CC(=O)N2CCCCCC2)c2ccccc12
55. NC(N)=NCCCC(NC(=O)c1ccccc1)C(=O)Nc1ccc2ccccc2c1 (stereo not given)
56. O=C(OCC(=O)c1c[nH]c2ccccc12)c1cccc(O)c1
assay / compound,47,48,49,50,51,52,53,54,55,56
BoNT-A LC inh2,0.0,3.7,0.5,0.8,0.8,?,-0.8,-0.1,0.4,0.8
PriA SSB inh,-10,7,-2,0,/,2,-8,6,15,9
PfHsp40 rescue,-0.1,0.4,-0.3,0.6,/,0.6,9.4,-0.4,-0.6,-0.5
PrPC surface inh,3,-3,-4,-2,12,2,3,3,8,4
Y pestis TopoI,-4,-5,-10,-15,29,14,2,5,-18,-1
TcdB inh,0.4,1.7,0.0,1.9,0.3,/,0.4,1.4,1.8,2.1
BH1578 lux ind,-0.6,0.9,-0.4,-0.3,-0.6,/,i,-0.2,-3.0,0.8
3CLpro inhibitor,4,-2,/,0,/,-1,1,6,/,3
Anthrax LF inh2,-4,7,-1,-4,6,9,5,-2,-11,2

57. COc1ccc(C(=O)NCCNC(=O)c2cnccn2)cc1
58. CC1CCC2(CC1)NC(=O)N(CC(=O)NC(=O)NC1CCCC1)C2=O (stereo not given)
59. CC(O)Cn1c(=O)c2c(nc(Br)n2Cc2ccccc2)n(C)c1=O (stereo not given)
60. COc1cc(OC)c(C(=O)OCC(=O)NCC2CCCCC2)cc1OC
61. COc1ccc(NC(=O)/C=C/c2c(Cl)nc3ccccn23)cc1
62. CCC(=O)NC(c1ccco1)c1cc(Cl)c2ccccc2c1O (stereo not given)
63. CCOC(=O)C1(Cc2ccc(Cl)cc2)CCN(C(=O)C2=NNC(=O)CC2)CC1
64. CC(=O)C1C(=O)CC(C)(O)C(C(C)=O)C1c1ccccc1 (stereo not given)
assay / compound,57,58,59,60,61,62,63,64
BoNT-A LC inh2,-1.4,-1.8,0.9,/,-0.5,-0.4,1.1,-0.1
PriA SSB inh,-1,-19,-1,-16,10,-1,-17,-7
PfHsp40 rescue,-0.1,0.3,-0.7,0.1,1.3,1.6,-1.2,-1.8
PrPC surface inh,5,5,-2,-2,-8,1,-8,7
Y pestis TopoI,-6,-3,11,4,-1,-9,15,2
TcdB inh,-6.1,/,/,1.7,2.1,-1.3,1.3,0.7
BH1578 lux ind,-0.3,i,-0.7,i,-2.2,-0.6,-0.2,-0.5
3CLpro inhibitor,1,-7,3,/,-3,/,-2,3
Anthrax LF inh2,-1,-5,-1,/,-6,-7,5,4
